Bioassay records from PubChem.
MT1-MMP act inh: blockers of MT1-MMP proenzyme processing, primary screen, HT1080 RFP-PRO-GFP cells, GFP/RFP fluorescence; Matrix metalloproteinase-14 (Homo sapiens), P50281; GFP/RFP ratio fluorescence, overnight; percent of plate control window, DMSO zero; GFP/RFP ratio change, % at 20 µM; 0.061% of 360,000 active; AID 651647, 2012;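 active = GFP/RFP ratio change of at least 30% with cell ATP level not reduced by more than half and red fluorescence within 50% of control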; note: strong numbers were not always called active
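Assay system: HT1080 cells carrying an RFP-PRO-GFP reporter | Dosing: Single dose of 20 µM compound, 1% DMSO final | Incubation: Cells overnight before dosing, compound overnight, 37 °C, 5% CO2 | Evaluation: GFP/RFP fluorescence ratio | Control set: DMSO and RFP-L50D-GFP cell wells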
PABP1 MLLE inh: inhibitors of PABP1 MLLE–PAM2 peptide binding, primary screen, biochemical, fluorescence polarization, FITC-PAM2, GST-MLLE; Polyadenylate-binding protein 1 (Homo sapiens), P11940; inhibition, % at 20 µM; 0.36% of 360,000 active; AID 588489, 2011; in the data active = inhibition above about 35%, passing the limit was not always enough;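 note: plate controls were DMSO wells with GST-MLLE for no effect and wells lacking GST-MLLE protein for full effect; some results filed as inactive read as strong as hits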
E coli Lon inh: inhibitors of E. coli Lon protease, primary screen, biochemical, fluorescence polarization | P0A9M0 | purified E. coli Lon protease | inhibition, % at 7.94 µM | 0.42% of 360,000 active; in the data active = inhibition above about 13%, passing the limit was not always enough;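 note: 0% = enzyme with probe and DMSO and 100% = no enzyme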
Rin1 Abl inh: inhibitors of Rin1-Abl protein binding, primary screen, biochemical, TR-FRET; 0.4% of 360,000 active; Tyrosine-protein kinase ABL1 (Homo sapiens) + Ras and Rab interactor 1 (Homo sapiens), …; inhibition, % at 7.35 µM; in the data active = inhibition above about 5%, passing the limit was not always enough
FAS TE block: FAS thioesterase domain inhibitors, primary screen, biochemical, fluorescence intensity, uHTS; inhibition, % at 15 µM; AID 602261, 2012; 0.67% of 360,000 active; Fatty acid synthase (Homo sapiens), P49327; recombinant FAS-TE, OMFH fluorogenic substrate, fluorescence endpoint;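 active = compounds whose normalised, plate-corrected inhibition of enzyme fluorescence in the single-dose primary screen is 50% or more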;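 note: 0% = DMSO with enzyme and 100% = substrate without enzyme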
CSN deneddyl inh: inhibitors of CSN-mediated cullin deneddylation, primary screen, biochemical, fluorescence polarization, uHTS. COP9 signalosome complex subunit 5 (Homo sapiens), Q92905. Purified CSN, SCF-Nedd8-OG deneddylation. inhibition, % at 12.5 µM. 0.38% of 360,000 active. AID 651999, 2013;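 active = pattern-corrected inhibition above about 35%, with an unprinted fluorescence ratio check between 0.5 and 1.5, limit read from the data, passing the limit was not always enough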;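 note: 0% = enzyme with substrate and 100% = substrate without enzyme; some results filed as inactive read as strong as hits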
Target sequence (Q92905 whole entry, looked up, one chain of several): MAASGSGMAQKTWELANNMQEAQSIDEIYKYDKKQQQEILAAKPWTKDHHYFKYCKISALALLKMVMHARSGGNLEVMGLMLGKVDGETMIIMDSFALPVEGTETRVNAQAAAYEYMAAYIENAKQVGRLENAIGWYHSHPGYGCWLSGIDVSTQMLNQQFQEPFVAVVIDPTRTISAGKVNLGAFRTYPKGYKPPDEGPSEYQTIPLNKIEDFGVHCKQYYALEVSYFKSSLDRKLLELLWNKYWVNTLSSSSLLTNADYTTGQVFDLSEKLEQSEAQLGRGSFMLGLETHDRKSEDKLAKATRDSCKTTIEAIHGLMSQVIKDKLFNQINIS
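assay system = purified human Csn5 enzyme expressed in HEK293T cells | amount = 0.24 nM enzyme | buffer or medium = Tris/NaCl/DTT buffer, pH 7.5 | reagent = 10 nM SCFSkp2-Nedd8OG | compound = one concentration, 12.5 µM, 0.25% DMSO | times = 90 min reaction at room temperature | signal = FP | read-out basis = % inhibition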
MsrA inh: bovine MsrA enzyme inhibitors, primary screen, biochemical, absorbance, HTS | inhibition, % at 15.5 µM | purified bovine MsrA, absorbance read-out | 0.75% of 360,000 active | AID 651718, 2012; in the data active = inhibition above about 4.5%;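 note: 0% = vehicle wells with enzyme and 100% = reference inhibitor wells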
Rpn11 block: Rpn11 (PSMD14) deubiquitinase inhibitors, primary screen, biochemical, fluorescence polarization, uHTS. 26S proteasome non-ATPase regulatory subunit 14 (Homo sapiens), O00487. human 26S proteasome, Ub4-pepOG fluorescence polarization; 20S core pre-blocked with epoxomicin. calls only at 20 µM. 0.59% of 360,000 active;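 active = inhibition at 20 µM, scaled to each plate's controls, above about 33%, limit read from the data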
Target sequence (O00487 whole entry, looked up): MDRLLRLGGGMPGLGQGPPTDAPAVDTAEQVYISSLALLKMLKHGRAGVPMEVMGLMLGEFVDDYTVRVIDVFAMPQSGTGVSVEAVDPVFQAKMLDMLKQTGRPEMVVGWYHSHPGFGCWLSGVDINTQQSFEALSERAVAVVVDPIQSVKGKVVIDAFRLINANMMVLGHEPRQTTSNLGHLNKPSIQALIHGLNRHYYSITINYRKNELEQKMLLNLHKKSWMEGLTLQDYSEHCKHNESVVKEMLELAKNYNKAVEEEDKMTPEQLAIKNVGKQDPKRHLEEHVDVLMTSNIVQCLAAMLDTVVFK
bovine MsrA act: bovine MsrA enzyme activators, primary screen, biochemical, absorbance, HTS; Methionine sulfoxide reductase A (Bos taurus); purified bovine MsrA, absorbance read-out; activation, % at 10.6 µM; 0.3% of 360,000 active; in the data active = activation above about 7.5%;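 note: 0% = vehicle and 100% = reference activator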
* marks the source's active call; other numbers are inactive results; i = inactive; . = not tested or not shown.

Second line of a record – MT1-MMP act inh, PABP1 MLLE inh, E coli Lon inh, Rin1 Abl inh, FAS TE block, CSN deneddyl inh, MsrA inh, Rpn11 block, bovine MsrA act
COc1cccc(CNC(=O)C2CCN(c3nnc(N4CCCC4=O)s3)CC2)c1
  -1, 6, -9, 0, -2, 0, 0.2, i, -6
C=CCNc1ncnc2ccc(Br)cc12
  -6, 0, -8, 5, -2, 1, 0.0, i, 1
Cc1cc(C)c2c(N)c(C(=O)NCC3CCCCC3)sc2n1
  4, 40*, 6, -4, -4, -8, 1.5, i, 4
COCCn1c(=S)[nH]c2cc(C(=O)NCc3ccccc3)ccc2c1=O
  5, -71, -8, -2, -1, -2, -0.6, i, 1
CCc1ccc(CC(=S)N2CCOCC2)cc1
  4, -1, 6, 3, 3, 3, 0.5, i, -4
CCn1c(N)c(C(=O)NCc2ccc3c(c2)OCO3)sc1=S
  8, 23, 0, -2, 17, 1, ., i, -5
CCc1cc(C(=O)c2ccc(C)cc2)c(NC(=O)CCl)s1
  -8, 8, -2, 1, 31, 3, 0.7, i, -4
CCC1CCCN1Cn1cnc2c([nH]c3ccc(C)cc32)c1=O (stereo not given)
  2, 1, -4, 1, -12, 0, 2.4, i, -6
Cc1ccc(OCC(=O)NC(C)c2ccccc2)cc1 (stereo not given)
  5, -5, -3, -1, -6, -3, -0.8, i, -8
CC(Sc1n[nH]c(N)n1)C(=O)Nc1cccc(S(=O)(=O)N2CCOCC2)c1 (stereo not given)
  -1, 1, 2, 2, -10, -4, -1.4, i, -11
Cc1ccc(C(=O)CCC(=O)Nc2ccccc2C)c(C)c1
  -1, -6, 6, -3, 2, 4, -0.5, i, -10
COc1ccc(CCN2CC(C(=O)O)CC2=O)cc1OC (stereo not given)
  1, 7, 10, -4, -6, 2, 0.5, i, 0
CC(C)COP(=O)(OCC(C)C)C(Nc1ccccc1)c1ccc2c(c1)OCO2 (stereo not given)
  -20, -15, 4, 2, 18, 2, 0.2, i, -4
CCn1c(CC(=O)Nc2ccc(C)c(Cl)c2)nnc1SCCOc1ccc(OC)cc1
  2, 1, -6, 2, -2, 3, -0.5, i, -2
CC(=O)Nc1ccc(C(=O)N2CCCCC2c2cc(C(=O)NCc3ccccc3)no2)cc1 (stereo not given)
  -1, -1, -3, -4, -4, 1, -1.7, i, 3
Cc1noc(C)c1S(=O)(=O)N1CCCC(C(=O)NCCC2=CCCCC2)C1 (stereo not given)
  3, -9, -3, 1, -4, -1, -1.7, i, -2
CCc1nn(C(CC)C(=O)NCCCc2ccccc2)c(=O)c2cc3occc3n12 (stereo not given)
  2, -2, -13, 1, 10, 3, -0.6, i, -8
Cc1c(F)cccc1NS(=O)(=O)c1ccc(N2CCCC2=O)cc1
  -5, 4, 3, 0, -3, 5, 1.1, i, -7
O=C(O)c1c[nH]c2c(C(F)(F)F)cccc2c1=O
  -1, -9, -5, -3, -8, 1, -0.2, i, -1
COc1ccccc1CCNS(=O)(=O)c1cc2c3c(c1)CCN3C(=O)CC2
  3, 8, -11, 0, -1, 2, 0.0, i, -1
CC(=O)Nc1ccc(NS(=O)(=O)c2ccccc2)cc1
  1, -3, 1, 0, -12, -6, -0.8, i, -5
Cc1ccc(-c2cc(C(=O)N/N=C/c3c(C)nn(-c4ccccc4)c3C)n[nH]2)s1
  12, -8, 1, -2, 1, 0, 1.0, i, -9
O=C(NCCNS(=O)(=O)c1ccccc1)c1ccc([N+](=O)[O-])cc1
  2, 11, -4, 0, 6, -1, -0.5, i, -12
CCOCCCNC(=O)c1ccc(/C=C2\Oc3ccccc3N(C)C2=O)cc1
  3, 5, -8, 1, 6, 0, 1.3, i, 1
COc1ccc(N2CCN(C(=O)C3CCN(S(=O)(=O)c4ccc(C)cc4)CC3)CC2)cc1
  -9, -3, 9, 1, 14, -6, 0.9, i, -2
COC(=O)c1cc(S(=O)(=O)N2CCN(c3ccc(F)cc3)CC2)c[nH]1
  -2, -16, 2, -5, 1, 3, 1.0, i, -1
COc1ccccc1OCCCOc1c(Cl)cc(C)cc1Cl
  0, 2, 4, -3, 11, -10, -0.5, i, -6
Cn1c2ccccc2c2cc(C(=O)N3CCN(CCO)CC3)sc21
  4, -70, 9, -2, -5, -2, 1.3, i, 1
NC(=S)N/N=C/c1ccc2c(c1)OCCO2
  1, -14, -3, -2, -6, -2, 2.4, i, -5
CC(C(=O)N1CCC(C(N)=O)CC1)N(c1ccc(Oc2ccccc2)cc1)S(C)(=O)=O (stereo not given)
  -2, -3, -4, 0, -7, 0, -2.0, i, -2
CCCS(=O)(=O)N1CCC(Cc2ccc(OC)cc2)(C(=O)OCC)CC1
  1, 1, -6, 2, 6, -2, -0.1, i, -3
Cc1cc2oc(=O)cc(CN3CCCCC3)c2cc1Cl
  -1, 11, 1, -1, 4, -1, 0.1, i, -2
CCCNC(=O)C1CC(c2cccc(F)c2)=NO1 (stereo not given)
  -1, -1, -7, 0, -18, -4, 0.8, i, -6
CCS(=O)(=O)NCCc1csc(C)n1
  0, 5, -14, 1, -5, 0, -0.7, i, -6
O=C(CN1C(=O)c2cccc3cccc1c23)N1CCN(c2ccc(F)cc2)CC1
  7, 14, 4, -2, -6, -1, 0.2, i, -4
COc1cc(-c2cc(OC)c(O)c(OC)c2)cc(OC)c1O
  10, 22, -8, 0, -6, 0, -0.4, i, 4
COc1cc2cc(C[C@H](C)O)oc(=O)c2cc1OC
  4, -15, -4, 2, -7, -1, 0.0, i, -1
CCC(c1nnc(SCC(=O)N2CC3(C)CC2CC(C)(C)C3)o1)N(C)C (stereo not given)
  1, 17, -2, -2, -6, -2, -0.6, i, -2
CCN(CC)CCNC(=O)c1ccc(NC(=O)c2c(C)nn(-c3ccc(F)cc3)c2Cl)cc1
  6, 2, 0, 1, -6, -3, -0.4, i, 0
NC(=O)C1CCN(c2nc(-c3ccccc3C(F)(F)F)cs2)CC1
  7, -4, -6, 4, -2, -2, -0.1, i, -3
Cc1[nH]c2ccccc2c1N=Nc1cccc(C(=O)O)c1
  4, -11, -8, 3, -9, -8, 1.2, i, -5
COc1ccc(C2(NC(C)=O)CCN(Cc3cccnc3)CC2)cc1
  1, -5, -3, 2, -5, 0, -0.8, i, -2
Cc1ccc(-c2[nH]c3ccccc3c2SCCN)cc1
  -9, -3, 4, -3, -24, -3, 0.2, i, -1
O=C(NCCc1cn2ccccc2n1)C1CCCCC1
  0, 16, -2, -1, -7, -2, 0.4, i, -8
CC1CN(c2ccccn2)C(C)CN1C(=S)Nc1ccccc1 (stereo not given)
  1, -70, -5, 4, -4, -4, -0.9, i, 1
O=C(COc1ncnc2sccc12)N1CCN(S(=O)(=O)c2ccc(Cl)cc2)CC1
  2, -36, -2, -1, 5, -3, -0.8, i, 2
Cc1c(/C(O)=C2\C(=O)C(=O)N(CCN(C)C)C2c2ccco2)cnn1-c1ccccc1 (stereo not given)
  -3, 12, -4, 2, -9, 0, 1.7, i, -9
COC(=O)c1sccc1NC(=O)c1cccc(F)c1
  -1, 1, -6, -3, 19, -4, 0.3, i, 0
CCn1c(SCC(=O)c2ccccc2)nnc1-c1ccoc1C
  -5, 4, 12, -1, 0, 1, -0.2, i, -5
O=[N+]([O-])c1ccc(N/N=C\c2cccnc2)nc1
  -3, 0, 7, -3, 7, -4, 1.3, i, -3
C#CCOCCOCCOCCNc1nc(N2CCOCC2)nc(N2CCN(C(=O)[C@H](Cc3cc4ccccc4[nH]3)n3cc([C@@H](N)CC(C)C)nn3)CC2)n1
  -3, 7, -11, 2, -6, 2, ., i, 5
Cc1ccc(NC(=S)NNC(=O)c2ccccc2O)c(C)c1
  6, 32, 2, 2, -3, -4, 1.7, i, -1
COc1ccccc1/C=N/NC(=S)NCc1ccco1
  4, 2, -1, 0, 10, 5, 2.4, i, 1
CSCCC(NC(=O)COc1ccccc1)C(=O)N1CCN(c2cccc(C(F)(F)F)c2)CC1 (stereo not given)
  -2, 0, -2, 3, 30, 5, 2.8, i, 1
Cc1ccc(NC(=O)COC(=O)Cn2cnc3c2c(=O)n(C)c(=O)n3C)cc1Cl
  -1, 3, 1, 5, 1, -1, 0.6, i, -3
Cc1ccc(SCCN2CCN(CC(C)C)CCC2=O)cc1
  -2, 15, 8, 1, -8, -5, 0.0, i, -1
C/C(=N\NC(=O)c1ccc(Cl)cc1)c1cccc(NC(=O)C(C)C)c1
  -2, 3, -11, -1, -2, 3, -0.2, i, -3
Cc1nc(NC(C)c2ccccc2)sc1C(=O)Nc1ccccc1 (stereo not given)
  -1, 0, -8, -1, 6, -1, 0.1, i, -6
O=C1N(CN2CCC3(CC2)OCCO3)c2ccccc2C12OCCCO2
  -4, 0, -2, -1, -3, 0, -0.2, i, -1
CCOc1ccc(NS(=O)(=O)c2ccc(C(=O)NCC(c3ccco3)N3CCCC3)cc2)cc1 (stereo not given)
  3, -13, -12, 1, -3, -3, -1.0, i, 0

Record cards, from the list above. Values in the order: MT1-MMP act inh	PABP1 MLLE inh	E coli Lon inh	Rin1 Abl inh	FAS TE block	CSN deneddyl inh	MsrA inh	Rpn11 block	bovine MsrA act
CC1CN(c2ccccn2)C(C)CN1C(=S)Nc1ccccc1 (stereo not given) is listed with 1	-70	-5	4	-4	-4	-0.9	i	1
Cc1ccc(-c2cc(C(=O)N/N=C/c3c(C)nn(-c4ccccc4)c3C)n[nH]2)s1 is listed with 12	-8	1	-2	1	0	1.0	i	-9

With a hit mark in PABP1 MLLE inh, among the entries above:
SMILES,MT1-MMP act inh,PABP1 MLLE inh,E coli Lon inh,Rin1 Abl inh,CSN deneddyl inh,MsrA inh,Rpn11 block,bovine MsrA act
Cc1cc(C)c2c(N)c(C(=O)NCC3CCCCC3)sc2n1,4,40*,6,-4,-8,1.5,i,4
